Screens (PubChem BioAssay)
Dicer processing: human Dicer pre-microRNA cleavage inhibition | z-score at 25 µM | cat-ELCCA pre-miR-21 Dicer processing, chemiluminescence; stronger effect = higher value | Q9UPY3 | hit rate 6% among 47,000 | AID 1347074; in the data active = z-score above about 3, passing the limit was not always enough;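 also: plate controls were vehicle for no effect and no enzyme for full effect; higher signal means more uncleaved substrate so more Dicer inhibition; strong numbers were not always called active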
Numbers without * were called inactive; ! = not confirmed by another sample. Not all compounds are listed; count on the stated rates, not on these rows.

SMILES	Dicer processing
CC(C)(C)C(=O)c1cn(CCOc2ccc(F)cc2)c2ccccc12	0.07
Cc1oc2ccc(O)cc2c1C(=O)O	1.8
CCOc1nc(N)nc(N)c1S(=O)(=O)c1ccc(Cl)cc1	-1.4
Cc1ccc(C2C(C#N)=C(SCC(=O)Nc3ccc(Br)cc3)NC3=C2C(=O)CCC3)o1 (configuration not stated)	-0.81
Cc1ccc(Nc2nc(-c3ccccc3)cs2)nc1	2.1
NC(N)=N/N=C/c1ccc(Cl)cc1Cl	4.5*!
C=C(C)c1cccc(C(C)(C)NC(=O)NCCc2ccccc2)c1	1.2
CCc1nc2ccccc2nc1N1CCN(S(=O)(=O)c2ccc(Cl)cc2)CC1	0.02
Clc1ccc(-n2nnnc2-c2cnc3ccccc3c2-c2ccccc2)cc1	-1.2
CCN(CCS(=O)(=O)c1ccc(Cl)cc1)C(=O)Nc1ccc(Cl)cc1	-0.14
c1cc(-c2nc3ccccc3o2)cc(-c2nc3ccccc3o2)c1	2.8
O=[N+]([O-])c1cc(S(=O)(=O)NCc2ccco2)ccc1N/N=C/c1cccnc1	-0.26
Cc1ccc(C(O)(c2ccccc2)c2nc3ccccc3n2C)cc1 (configuration not stated)	1.8
CCOC(=O)N1CCC(Nc2nc(OC)nc(OC)n2)CC1	0.24
CCOC(CN(C(=O)c1ccc(C(F)(F)F)cc1)c1ccc(F)cc1)OCC	-1.1
CCN(CC)C(=O)c1c(NC(=O)c2cccs2)sc2c1CCCCC2	-1.5
CCCSc1nc2ccccc2n1CCO	-0.79
CC(=O)Nc1ccc(NC(=O)c2cc(C)ccc2[N+](=O)[O-])c(C)c1	-1
c1ccc(-c2nnc(N3CCOCC3)c(-c3ccccc3)c2-c2ccccc2)cc1	1.4
O=C(NCc1cccnc1)c1ccc(-c2cccs2)s1	-0.77
Cc1cc(C)nc(Nc2n[nH]c(Cc3ccccc3)n2)n1	0.13
CCCCc1nc(SCC(=O)Nc2ncccn2)n[nH]1	-0.11
Cc1ccc(/C=C/c2onc3c(=O)n(C)nc(C)c23)cc1	-0.8
Cc1ccc(S(=O)(=O)NNC(=O)c2c(-n3c(C)ccc3C)sc3c2CCCC3)cc1	-0.76
CCN(CC)c1ncnc2c1oc1ccccc12	-2.6
Cn1c(-c2ccccc2)nc2c(c1=O)C1(CCCCC1)Cc1ccccc1-2	-0.41
Cc1nnsc1-c1nnc(SCC(=O)Nc2ccc(F)cc2)n1C1CC1	-0.71
CCN(C(=O)c1ccc2c(c1)CCO2)c1cccc2ccccc12	-0.12
CC1=C(C(=O)OCC2CCCO2)C(c2coc3ccccc3c2=O)C2=C(CC(C)(C)CC2=O)N1 (configuration not stated)	-0.12
CCOC(=O)C(=CNc1cscc1C)C(=O)OCC	-2

Structures shown so far that contain a nitro group on carbon (2):
SMILES	Dicer processing
O=[N+]([O-])c1cc(S(=O)(=O)NCc2ccco2)ccc1N/N=C/c1cccnc1	-0.26
CC(=O)Nc1ccc(NC(=O)c2cc(C)ccc2[N+](=O)[O-])c(C)c1	-1

An excerpt from above in order of length of the SMILES, low to high.
SMILES	Dicer processing
CCCSc1nc2ccccc2n1CCO	-0.79
Cc1oc2ccc(O)cc2c1C(=O)O	1.8
NC(N)=N/N=C/c1ccc(Cl)cc1Cl	4.5*!
Cc1ccc(Nc2nc(-c3ccccc3)cs2)nc1	2.1
O=C(NCc1cccnc1)c1ccc(-c2cccs2)s1	-0.77
CCOC(=O)N1CCC(Nc2nc(OC)nc(OC)n2)CC1	0.24
Cc1cc(C)nc(Nc2n[nH]c(Cc3ccccc3)n2)n1	0.13
CCOc1nc(N)nc(N)c1S(=O)(=O)c1ccc(Cl)cc1	-1.4
Cc1ccc(C(O)(c2ccccc2)c2nc3ccccc3n2C)cc1 (configuration not stated)	1.8
C=C(C)c1cccc(C(C)(C)NC(=O)NCCc2ccccc2)c1	1.2
CCN(CC)C(=O)c1c(NC(=O)c2cccs2)sc2c1CCCCC2	-1.5
CC(C)(C)C(=O)c1cn(CCOc2ccc(F)cc2)c2ccccc12	0.07
Clc1ccc(-n2nnnc2-c2cnc3ccccc3c2-c2ccccc2)cc1	-1.2
Cn1c(-c2ccccc2)nc2c(c1=O)C1(CCCCC1)Cc1ccccc1-2	-0.41
CCOC(CN(C(=O)c1ccc(C(F)(F)F)cc1)c1ccc(F)cc1)OCC	-1.1
c1ccc(-c2nnc(N3CCOCC3)c(-c3ccccc3)c2-c2ccccc2)cc1	1.4
Cc1ccc(S(=O)(=O)NNC(=O)c2c(-n3c(C)ccc3C)sc3c2CCCC3)cc1	-0.76
Cc1ccc(C2C(C#N)=C(SCC(=O)Nc3ccc(Br)cc3)NC3=C2C(=O)CCC3)o1 (configuration not stated)	-0.81
CC1=C(C(=O)OCC2CCCO2)C(c2coc3ccccc3c2=O)C2=C(CC(C)(C)CC2=O)N1 (configuration not stated)	-0.12

Next part
SMILES	Dicer processing
CCOC(=O)C1=C(C)NC2=C(C(=O)CCC2)C1c1ccc(C(=O)OC)cc1 (configuration not stated)	-0.27
COCc1cc(=O)[nH]c(SC2CC(=O)N(c3ccc(N4CCOCC4)cc3)C2=O)n1 (configuration not stated)	-0.08
COc1ccc(C(=O)NNS(=O)(=O)c2cccs2)cc1OC1CCCC1	0.61
CCOC(=O)c1sc(SCc2ccccc2)c(S(=O)(=O)C(C)C)c1N	-1.1
O=C(C1CCCN(S(=O)(=O)c2ccc(Cl)cc2)C1)N1CCc2ccccc2C1 (configuration not stated)	-1.2
CCC1CCCCN1Cc1c(C)[nH]c2c(C)c(C)ccc2c1=O (configuration not stated)	-0.13
c1ccc(-c2nc3ccc(Oc4ccc5nc(-c6ccccn6)[nH]c5c4)cc3[nH]2)nc1	-2.3
CCOC(=O)c1c(NC(C)=O)sc2c1CCC(Sc1ccccc1)C2=O (configuration not stated)	0.59
O=C(CSc1nc2ccccc2o1)NC(=O)CSc1nc2ccccc2o1	2.5
Cc1csc(NC(=O)C(F)(F)F)c1C(N)=O	-1.1
O=S(=O)(Nc1ccccc1Cl)c1ccc(F)cc1	-0.45
O=C(NCc1cccnc1)c1nn2c(c1Br)NC(c1cccs1)CC2C(F)(F)F (configuration not stated)	-0.28
CCCn1c(=O)c2oc(C)cc2n(-c2ccccc2C)c1=O	-0.63
OC1CC(c2ccccc2)NC2(CCCC2)C1 (configuration not stated)	-0.74
COc1cc(C2c3c(oc4ccc(F)cc4c3=O)C(=O)N2Cc2ccc(F)cc2)ccc1O (configuration not stated)	-0.29
Cc1nc(SCC(=O)c2ccc(Cl)cc2)[nH]c(=O)c1CCC(C)C	-0.34
CCCS(=O)(=O)c1c(S(=O)(=O)CCC)c2c(N)cccn2c1C(=O)c1ccc(C)cc1C	1.8
CN(C)/C=C(\C#N)C(=O)c1cccc(C(F)(F)F)c1	0.98
O=C1CSC(=S)N1c1cccc(Cl)c1	-1
Cc1c(C#N)c(N)n(Cc2c(Cl)cccc2Cl)c1C	-0.7
CCOc1ccc(-c2nn3c(Cc4ccccc4)nnc3s2)cc1	-0.68
CCCN1C(=O)C(O)(CC(=O)c2cc(OC)ccc2OC)c2cc(Br)ccc21 (configuration not stated)	-0.9
NC(=O)CSc1nc2c(c(C(F)(F)F)n1)CCc1ccccc1-2	0.09
Cc1ccc(CN2C(=O)CSC2c2cccc(Br)c2)cc1 (configuration not stated)	0.26
COc1cc(C(=O)NC2CCCNC2)cc(OC)c1OC (configuration not stated)	1.2
O=C(NNC(=O)c1c(F)cccc1F)c1ccc(Oc2ccc(Cl)cc2)nc1	-0.44
Cc1cc2n(n1)C(c1cc(C(C)(C)C)c(O)cc1O)Nc1ccccc1-2 (configuration not stated)	3.4*
CCc1cc2c(=O)c(-c3nc4ccccc4n3C)coc2c(CN(C)C)c1O	3.4*
CCOC(=O)c1cc(C(=O)OC)c(C)nc1NCc1ccc2c(c1)OCO2	0.09
Cn1c(CSCc2nc(-c3ccc(Cl)cc3)cs2)nnc1SCC(=O)Nc1ccc(Cl)cc1	-0.37

CSC(=NS(=O)(=O)c1ccc(-n2nc(C(F)(F)F)cc2-c2cccs2)cc1)SC
  Dicer processing: -0.12

CCOCCOC(=O)C1=C(C)NC2=C(C(=O)CC(c3cccs3)C2)C1c1ccc(F)cc1 (configuration not stated)
  Dicer processing: 0.73

Cc1cc(C(F)(F)F)nc2c(-c3noc(-c4ccccc4)n3)cnn12
  Dicer processing: -1.1

O=C(O)c1ccccc1SCc1cccc(C(F)(F)F)c1
  Dicer processing: 0.44

CC(=O)Oc1ccc2nc(-c3ccco3)oc(=O)c2c1
  Dicer processing: 2.6

CSc1nc2cc(C3CC3)nn2c(N)c1S(=O)(=O)c1ccc(Cl)cc1
  Dicer processing: 1

Cn1cc(Br)c(C(=O)Nc2nc3ccc4ccccc4c3s2)n1
  Dicer processing: 0.9

CN(C1CCCCC1)S(=O)(=O)c1ccc(S(=O)(=O)c2ccccc2)s1
  Dicer processing: -1.7

CCC(CC)NC(=O)C1c2ccccc2Oc2ccccc21
  Dicer processing: 6.2*

Fc1cccc(Cl)c1C=NCc1ccc(Cl)cc1
  Dicer processing: -1.1

2 entries picked at random from the list so far, as already listed:
CCOCCOC(=O)C1=C(C)NC2=C(C(=O)CC(c3cccs3)C2)C1c1ccc(F)cc1 (configuration not stated)
  Dicer processing: 0.73

CSc1nc2cc(C3CC3)nn2c(N)c1S(=O)(=O)c1ccc(Cl)cc1
  Dicer processing: 1
